D2 potentiator: positive allosteric modulators of human D2 dopamine receptor; P14416; HEK293 T-REx D2, calcium flux, EC20 dopamine potentiation; potentiation, % at 10 µM; hit rate 0.34% among 340,000; AID 485347;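 active = potentiation over 3 SD above the plate norm, cut at about 30% in these data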; note: 0% is about no effect
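Using a no-wash calcium dye in inducible, force-coupled HEK293 Trex cells expressing D2, we tracked fluorescence each second for 180 s after compound, then for 180 s after EC20 dopamine to detect augmented signalling.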
D1 ag: agonists of human D1 dopamine receptor. P21728. HEK293 T-REx D1 cells, calcium flux, agonist mode. activation, % at 2 µM. hit rate 1% among 360,000. AID 504660; in the data active = activation above about 30%; note: 0% is about no effect
Target sequence (P21728 whole entry, looked up): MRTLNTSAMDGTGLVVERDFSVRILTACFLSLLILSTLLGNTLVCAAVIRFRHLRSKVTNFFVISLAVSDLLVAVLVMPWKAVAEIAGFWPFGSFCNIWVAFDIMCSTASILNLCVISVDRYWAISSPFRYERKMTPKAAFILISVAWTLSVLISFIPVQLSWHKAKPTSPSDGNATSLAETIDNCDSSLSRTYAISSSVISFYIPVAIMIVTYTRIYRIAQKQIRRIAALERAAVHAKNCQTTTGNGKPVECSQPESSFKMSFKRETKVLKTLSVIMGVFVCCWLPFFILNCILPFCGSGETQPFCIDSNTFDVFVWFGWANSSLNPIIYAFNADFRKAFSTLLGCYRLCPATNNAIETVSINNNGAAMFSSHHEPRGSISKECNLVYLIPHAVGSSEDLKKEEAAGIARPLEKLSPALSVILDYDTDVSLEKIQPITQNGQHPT
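Inducible HEK293 T-REx D1 cells, force-coupled to calcium signalling, were plated at 4000 cells/well with tetracycline and held overnight at 30 C. After no-wash calcium dye loading, compound-evoked calcium rise over 180 s flagged agonists.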
D1 PAM: enhances dopamine response at the human D1 receptor. potentiation, % at 10 µM. hit rate 0.036% among 360,000. P21728. HEK293 TREx D1 cells, calcium flux, dopamine EC20 potentiation; in the data active = potentiation above about 30%; note: 0% is about no effect
RXFP1 agonist: agonists of human relaxin receptor RXFP1; Q9HBX9; HEK293T-RXFP1 cAMP TR-FRET, 30 min; response scale: percent of porcine relaxin response, buffer zero; Potency, µM (highest dose often 57.5 µM), for the others: at the top dose activation, usual class: activators; hit rate 0.3% among 370,000; active = well fitted activation curve with a large enough effect; inconclusive = small, poorly fitted or top-dose-only effect; note: potency is the fitted concentration of half-maximal effect; % is set by controls: 0 for no effect and ±100 for the full control effect; nearly all actives have a fitted effect of over 60% in size; many of its hits are not listed in these tables
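Agonist response is measured as cAMP accumulation in an RXFP1-transfected HEK293T line under PDE4 inhibition. Values are scaled between buffer-only and 29 nM porcine relaxin, and EC50s come from standard Hill equation fits.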
D2 ag: agonists of human D2 dopamine receptor; P14416; HEK293 T-REx D2 cells, calcium flux agonist mode; activation, % at 2 µM; hit rate 0.53% among 340,000;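 active = activation over 3 SD above normal in the single-dose calcium agonist read, cut at about 30% in these data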; note: 0% is about no effect
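Calcium-flux readout, 1 cycle/sec over 180 s following compound pin transfer, in inducible HEK293 Trex D2 cells (force-coupled); dopamine controls included. Positive calcium responses during this window marked compounds as potential agonists.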
D2 antagonist: antagonizes the human D2 dopamine receptor; HEK293 TREx D2 cells, calcium flux, dopamine EC80; inhibition, % at 10 µM; hit rate 2% among 340,000; in the data active = inhibition above about 30%; note: 0% is about no effect
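Dopamine at EC80 is the agonist stimulus; test compounds precede it by 180 s. Calcium flux read kinetically in a force-coupled, inducible HEK293 T-REx D2 cell line.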
TRHR enhancer: allosterically enhances the human TRH receptor; TRHR cells, fluo-8 calcium fluorescence, EC20 TRH enhancement; enhancement, % at 2 µM; hit rate 0.66% among 360,000; in the data active = enhancement above about 30%; note: 0% is about no effect
Target sequence (P34981 whole entry, looked up): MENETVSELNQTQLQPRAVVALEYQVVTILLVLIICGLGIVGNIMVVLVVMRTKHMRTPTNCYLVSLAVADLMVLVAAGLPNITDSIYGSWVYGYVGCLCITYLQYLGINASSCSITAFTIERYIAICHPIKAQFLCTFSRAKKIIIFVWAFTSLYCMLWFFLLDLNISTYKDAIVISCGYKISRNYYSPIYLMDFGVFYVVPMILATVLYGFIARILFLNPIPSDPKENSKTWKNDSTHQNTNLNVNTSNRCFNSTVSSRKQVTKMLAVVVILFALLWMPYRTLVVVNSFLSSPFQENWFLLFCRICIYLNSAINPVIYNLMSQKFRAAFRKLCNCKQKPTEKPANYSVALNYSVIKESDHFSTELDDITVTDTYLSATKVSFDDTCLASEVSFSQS
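Enhancer read-out: after compound pinning and an initial kinetic agonist-mode read, an EC20 of TRH (10 nM final) was injected and fluo-8 calcium signal (Ex 480/Em 530) followed at 1 s/cycle for 100 cycles in TRHR-expressing cells.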
RXFP1 antagonist: RXFP1 (human) relaxin receptor antagonism; HEK293-RXFP1, relaxin-stimulated cAMP HTRF, 30 min; stronger effect = lower value; activity change, negative = inhibition, % at 57.5 µM; hit rate 0.59% among 350,000;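 active = activity change of -60% or lower, but not beyond a set lower limit; inconclusive = change between -60% and -40%, or beyond the set limit; inactive = change above -40%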; note: % is set by controls: 0 for no effect and ±100 for the full control effect
D1 antag: human D1 dopamine receptor antagonism; P21728; activity change, negative = inhibition, % at 10 µM; hit rate 3.2% among 360,000; HEK293 TREx D1 cells, calcium flux, dopamine EC80; stronger effect = lower value; in the data active = activity change below about -30%; note: % is set by controls: 0 for no effect and ±100 for the full control effect
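Cells carrying a force-coupled, tetracycline-inducible human D1 receptor report calcium flux. Each well gets a 10 s baseline, compound with 180 s monitoring, then an EC80 dopamine stimulus with a second 180 s kinetic read.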
The depositor's hits bear a star; u = inconclusive; x = no result given. An excerpt; rates above refer to the full screens.

SMILES	D2 potentiator	D1 ag	D1 PAM	RXFP1 agonist	D2 ag	D2 antagonist	TRHR enhancer	RXFP1 antagonist	D1 antag
CCC(=O)Nc1cc(-c2cc3ccccc3oc2=O)ccc1OC	1	1	3	2.7%	0.8	8	-3	1	1
Cc1ccc2c(C(=O)CSc3ccccc3)c(C)[nH]c2c1	-5	0	-4	5.9%	1.1	7	-5	-24	1
O=C(Cc1ccc(Br)cc1)NCCc1ccc(F)cc1	-3	-2	-6	-1.7%	-1.5	0	-5	-1	2
CC(C)COC(=O)n1c(=O)oc2ccc(S(=O)(=O)N3CCCCC3)cc21	1	10	-5	-3.1%	-0.6	-6	-2	1	-8
COc1ccccc1CN1C[C@@H]2C[C@@H](c3cccc(O)c3)N3CCC[C@@]23C1=O	1	1	4	-1.2%	-0.5	-8	5	2	10
COc1ccc(N=Cc2c(O)n(-c3cccc(C)n3)c(=O)c3ccccc23)cc1	-3	-1	-9	-0.1%	-0.6	32*	0	12	6
NS(=O)(=O)c1ccc(N=NN2CCCCC2)cc1	-12	5	-4	0.0%	0.1	0	-7	-4	-8
O=C(O)C1=C[C@H](c2ccc(Br)cc2)C[C@H](OCCCCO)O1	-2	0	-2	1.1%	0.2	-3	-5	x	19
COc1ccc(C2C(C#N)=C(N)Nc3onc(C(C)(C)C)c32)c(OC)c1 (stereo not drawn)	10	1	-3	1.6%	-0.4	-2	2	4	-2
Nc1nc(CN2CCOCC2)cs1	-9	-2	1	1.0%	1.7	-7	-1	4	19
Cc1ccc(-c2nnc(Nc3ccc(F)cc3)c3ccccc23)cc1S(=O)(=O)N1CCN(C)CC1	0	-1	-1	6.2%	2.4	x	4	-4	-18
COc1ccc(NC(=O)C2CCCN(c3ncnc4onc(C)c34)C2)cc1OC (stereo not drawn)	13	2	-6	5.7%	0.4	x	3	-8	7
C=C(C)CSc1nc2nc(C)c(Br)cc2[nH]1	-2	2	-4	4.9%	-0.2	8	-2	x	x
CC(C)CCNC(=O)CCNS(=O)(=O)c1ccc(Cl)cc1	19	3	-1	0.2%	0.0	-20	10	6	-18
Cc1ccc(-c2cc(C(=O)NCc3ccco3)no2)cc1	0	1	0	0.5%	-0.2	5	-1	3	3
CCOc1cc2[nH]c(=O)n(CCC(=O)N3CCN(c4ccccc4)CC3)c(=O)c2cc1OCC	-13	2	-1	3.4%	-0.1	x	0	1	28
COC(=O)Cc1[nH]nc2c1C(c1c[nH]c3ccccc13)C(C#N)=C(N)O2 (stereo not drawn)	-5	3	2	-0.7%	0.3	-6	2	-4	6
Cc1ccc(NC(=O)CNC(=O)c2cccc(Cl)c2)nc1	-4	1	-7	-0.3%	-0.1	13	0	0	0
Cc1cccc(NC(c2ccc(O)cc2)c2ccc3ccc(C)nc3c2O)n1 (stereo not drawn)	0	7	-3	1.6%	-1.4	-1	8	-4	12
CN(C)C(=O)COC(=O)/C=C/c1ccccc1[N+](=O)[O-]	-6	-1	-3	0.9%	0.0	-16	9	6	1
Cc1ccc(-c2nnn(CC(=O)N(C)C3CCCCC3)n2)o1	-6	3	1	-0.5%	0.2	0	1	-4	-3
CC1CC(C)CN(CCCNC(=O)CN2C(=O)CSc3ccc(S(=O)(=O)N4CCOCC4)cc32)C1 (stereo not drawn)	-18	1	2	-6.3%	29	40*	-2	7	-7
COc1ccc(/C=C2\CN(Cc3ccccc3)C/C(=C\c3ccc(OC)cc3OC)C2=O)c(OC)c1	x	6	-7	2.6%	x	x	4	-14	-4
COc1ccc(CCNC(=O)c2ccc3c(c2)N(Cc2ccc(Cl)cc2)CCS3)c(OC)c1	9	0	9	25%	-0.3	x	0	x	-20
Oc1c(CNc2ccccc2)cc(COCc2ccccc2)c2cccnc12	x	2	10	1.2%	x	x	0	x	-3
CCc1ccc(NC(=O)c2ccnc(C(C)(C)C)c2)cc1	x	0	-1	2.3%	x	x	-2	25	-9
Cn1c(N)c(C(=O)COC(=O)C2CCCC2)c(=O)n(C)c1=O	2	2	-5	u	0.5	-30	1	-21	5
Cc1ccc(C(=O)O/N=C(\N)c2cccc([N+](=O)[O-])c2)cc1	0	4	-4	-3.2%	1.0	-5	-11	6	2
O=c1c2[nH]c3ccccc3c2nc(SCc2ccccc2F)n1-c1ccc(F)cc1	7	0	1	3.1%	0.8	x	13	x	-19
COc1ccccc1NC(=O)COc1cc(Br)c(CNCCCN2CCOCC2)cc1OC	13	3	-4	-2.6%	1.5	-34	1	-10	-14
Cc1ccc(OCCC(=O)OCC(=O)NC2CCCC2)cc1	15	7	-13	2.7%	-1.4	-7	-1	-12	-20
CCOC(=O)c1ccc(NC(=O)CN2C(=O)CN(C(C)=O)C2=S)cc1	5	0	2	-1.1%	-0.8	0	-10	7	3
CC1CN(C(=O)c2ccc(COc3ccccc3Br)o2)CC(C)O1 (stereo not drawn)	1	5	-4	0.2%	-1.9	19	-2	-8	-1
CC1CCc2sc(C(=O)NCC(c3ccco3)N3CCCCC3)cc2C1 (stereo not drawn)	-20	6	x	1.5%	-1.6	-22	4	-35	-8
CC(C)c1ccccc1NC(=O)Nc1ccc2c(c1)OCO2	6	4	-14	0.6%	-0.8	17	-3	-2	-8
Cn1cccc1/C=N/NC(=O)Cn1cnc2ccccc21	11	5	-4	-2.8%	0.8	-9	-2	-13	5
O=C(Cc1ccccc1)NCC(=O)OCc1cccc([N+](=O)[O-])c1	-5	0	-1	2.5%	-1.6	9	6	-2	6
Cn1nccc1C(=O)NCc1ccc2c(c1)CCN2C(=O)c1ccccc1	6	12	-1	2.4%	0.1	x	0	-18	-16
O=C1Nc2ccccc2OCc2c1cccc2[N+](=O)[O-]	0	-1	0	-0.2%	3.4	-6	-2	-12	-1
COC(=O)c1cc(NC(=O)CN(c2ccc(OC)cc2)S(=O)(=O)c2ccc(F)cc2)ccc1Cl	-23	2	-4	-1.0%	0.5	-3	-4	-11	1
COc1ccc(C(=O)C2CCCN(C(=O)c3c4c(nn3C)CCCC4)C2)cc1F (stereo not drawn)	5	0	-1	0.1%	-0.4	10	-3	2	-23
C=CCSc1nc(N)c2c(C)c(C)sc2n1	-5	4	-3	-1.1%	0.0	-13	-1	4	-4
Cn1c(CCNS(=O)(=O)c2ccccc2)nc2cc([N+](=O)[O-])ccc21	-1	5	-4	1.0%	-0.1	-4	-2	-18	-3
O=C(CNC(=O)c1ccc2n[nH]nc2c1)OC(C(=O)Nc1cc(C(F)(F)F)ccc1Cl)c1ccccc1 (stereo not drawn)	x	3	13	x	x	x	9	x	3
CCOc1cccc2cc(-c3csc(NC(=O)CCC(=O)N4CCC(C)CC4)n3)c(=O)oc12	-5	1	3	-1.5%	-0.1	-3	20	1	-9
COc1ccc(Oc2ncnc3sccc23)cc1	7	3	0	0.5%	-0.1	9	0	-32	-15
Cn1c(=O)c2c(ncn2CC(=O)N2CCN(c3cccc(Cl)c3)CC2)n(C)c1=O	4	1	2	7.4%	0.3	-1	-1	-11	0
COc1ccc(-c2cc(C(=O)NCC3CCCO3)c3cc(C(C)C)ccc3n2)cc1 (stereo not drawn)	8	6	-6	1.4%	0.7	7	-1	7	-5
CCC(C)[C@H](NC(=O)[C@@H]1Cc2c([nH]c3ccccc23)C2c3ccccc3C(=O)N21)C(=O)NCC1CCCO1 (stereo partly drawn)	-5	4	0	0.3%	0.9	6	-5	x	3
CC(C)C[C@H](NC(=O)c1[nH]cnc1C(=O)N[C@@H](Cc1ccccc1)C(=O)OC(C)(C)C)C(=O)OC(C)(C)C	x	5	6	-0.8%	x	x	17	x	5
CC(C)[C@H](NC(=O)C1CC(=O)N(c2ccc3c(c2)OCCO3)C1)C(=O)NC1CCCC1 (stereo partly drawn)	-7	-1	2	5.1%	-0.1	2	-1	5	23
CCOc1cccc(NC(=O)CSc2ncc(-c3ccc(Cl)cc3)[nH]2)c1	2	1	-2	0.8%	-1.3	x	4	-9	-2
Cc1c(CNC2CCCCC2)c(C(=O)O)c(C)n1Cc1c(F)cccc1Cl	-2	-2	-1	-0.4%	x	x	-3	-4	10
Cc1cccc(NC(=O)c2cc(S(=O)(=O)N3CCCCC3)ccc2Cl)n1	2	4	-2	0.8%	0.2	-9	-5	1	-4
CCn1cc(C(=O)NCc2ccc(F)cc2)c(=O)c2cc(S(=O)(=O)N(C)C)ccc21	x	-2	4	-3.0%	-0.2	x	-2	-10	8
N#Cc1cccc(NCC(=O)Nc2cccc(S(=O)(=O)N3CCCCC3)c2)c1	8	4	-10	-1.0%	0.2	18	-5	-14	-23
CCN1C(=O)CC(N2CCC(Cc3ccccc3)CC2)C1=O (stereo not drawn)	-9	0	1	0.7%	1.6	3	-11	4	18
Cc1ccc(NC(=O)Nc2nnc(N3CCCC3)s2)c(C)c1	-3	1	-1	1.1%	1.2	x	-1	8	-5
O=C(C(=O)N1CCN(c2ccc(F)cc2)CC1)c1c[nH]c2ccccc12	9	9	0	0.5%	1.6	18	0	-1	-6
Cc1cccc(N(C)S(=O)(=O)c2nnc(NC(=O)c3cccs3)s2)c1	0	1	-3	3.0%	0.3	x	7	-13	6
O=C(NC1CCCCC1)C(c1ccncc1)N(C(=O)c1csnn1)c1cccc(F)c1 (stereo not drawn)	-1	0	-3	1.9%	0.4	-2	-6	-2	14
CC(C)CNC(=S)NC1CC2CCC(C1)N2Cc1ccccc1 (stereo not drawn)	-16	4	-8	-0.8%	0.5	90*	-2	-5	-9
CN(CC(=O)Nc1c(Cl)cccc1Cl)C(=O)c1ccccc1-c1nc2ccccc2s1	1	3	-2	0.5%	-0.5	1	-2	3	4
